FBPA Giardia inh = qHTS Assay for Inhibitors of Fructose-1,6-bisphosphate Aldolase from Giardia Lamblia; A8B2U2; purified Giardia FBPA; Potency, µM (doses to about 59.6 µM), inactives show top-dose activity, negative = inhibition, actives largely listed as inhibitors; 290,000 tested, 0.71% active; AID 2451, 2010; note: potency is the fitted concentration of half-maximal effect; nearly all actives have a fitted effect of over 55% in size
Target sequence (A8B2U2 whole entry, looked up): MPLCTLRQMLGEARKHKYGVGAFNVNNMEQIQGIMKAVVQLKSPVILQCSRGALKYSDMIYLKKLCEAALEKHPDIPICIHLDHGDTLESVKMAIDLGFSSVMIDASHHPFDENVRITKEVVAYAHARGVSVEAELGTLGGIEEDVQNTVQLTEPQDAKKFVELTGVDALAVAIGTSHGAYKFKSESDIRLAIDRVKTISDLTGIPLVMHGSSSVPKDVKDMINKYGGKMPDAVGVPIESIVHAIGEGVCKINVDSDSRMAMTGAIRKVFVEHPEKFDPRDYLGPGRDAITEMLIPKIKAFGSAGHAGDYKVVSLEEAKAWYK
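Giardia FBPA (40 nM reagent) was preincubated 10 min at RT with compound (up to 57.5 uM final), then substrate plus GAPDH/TPI/NAD/arsenate coupling system with diaphorase/resazurin was added; resorufin fluorescence (525/598 nm) was read after 20 min.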
Sm TGR block = qHTS Assay for the Inhibitors of Schistosoma Mansoni Peroxiredoxins. Schistosoma mansoni thioredoxin glutathione reductase (TGR), Q962Y6. purified TGR, DTNB reduction, TNB absorbance 405 nm. Potency, µM (series often up to 114 µM), inactives show top-dose activity change, negative = inhibition, hits mostly inhibitors. 360,000 tested, 3% active. AID 485364, 2010; note: potency is the fitted concentration of half-maximal effect; nearly all actives have a fitted effect of over 60% in size
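TGR 20 nM + NADPH 100 uM (dispensed conc.), cpd preinc 15 min RT; start with NADPH (500 uM addition) then DTNB (15 mM addition). Kinetic TNB absorbance, 405 nm filter. Four-parameter Hill fit across titration.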
AmpC no deterg = qHTS Inhibitors of AmpC Beta-Lactamase (assay without detergent) | P00811 | AmpC nitrocefin hydrolysis, absorbance 480 nm, 0.0001% Triton | Potency, µM (series often up to 57.1 µM), inactives show at the highest dose activity change, negative = inhibition, most hits filed as inhibitors | 330,000 tested, 0.52% active;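 note: potency is the fitted concentration of half-maximal effect; plate controls were no compound for no effect and no enzyme for full effect; nearly all actives have a fitted effect of over 20% in size; some results filed as inactive show a strong effect at the top dose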
Target sequence (P00811 whole entry, looked up): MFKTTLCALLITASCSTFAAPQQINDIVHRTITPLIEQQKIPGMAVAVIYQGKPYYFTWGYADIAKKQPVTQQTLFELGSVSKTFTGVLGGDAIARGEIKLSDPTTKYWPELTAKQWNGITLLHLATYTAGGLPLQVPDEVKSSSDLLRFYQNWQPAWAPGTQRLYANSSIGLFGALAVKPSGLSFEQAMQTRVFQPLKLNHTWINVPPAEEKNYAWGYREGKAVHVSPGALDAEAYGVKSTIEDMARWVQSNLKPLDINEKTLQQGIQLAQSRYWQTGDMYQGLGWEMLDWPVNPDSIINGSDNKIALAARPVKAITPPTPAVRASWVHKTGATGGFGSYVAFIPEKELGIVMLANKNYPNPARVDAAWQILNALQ
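20 mM phosphate pH 7.0 + 0.01% (detergent screen) or 0.0001% Triton X-100; 5.3 nM AmpC reagent; cpd preinc 15 min RT; nitrocefin (800 uM stock) to start; A480 q20 s × 4 min; Activity was normalised to no-enzyme and no-compound control wells.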
HCMV antiviral = qHTS Assay for inhibitors of the human cytomegalovirus (HCMV); HFF cells, HCMV-luciferase reporter, 72 h; hits give low values; activity change, negative = inhibition, % at 57.5 µM; 410,000 tested, 4.5% active; in the data active = activity change below about -60%; inconclusive = no clear call, values can overlap the other calls; inactive = above about -39%
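HFF cells seeded 16 h at 37C, treated with compounds, infected with luciferase-reporter HCMV at MOI 1 PFU/cell; luciferase read at 72 h post infection, normalized to buffer-only and Salinomycin controls.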
AMA1-RON2 inh = qHTS for Inhibitors of AMA1-RON; Towards Development of Antimalarial Drug Lead: Primary Screen; Plasmodium falciparum AMA1 (3D7) - RON2 peptide interaction; AlphaScreen AMA1-biotinylated RON2 peptide binding; Potency, µM (highest dose often 58.2 µM), for inactives: at the highest dose activity change, negative = inhibition, usual class: inhibitors; 360,000 tested, 0.2% active;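 note: potency is the fitted concentration of half-maximal effect; 0% = vehicle wells and -100% = peptide control; nearly all actives have a fitted effect of over 45% in size; some results filed as inactive show a strong effect at the top dose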
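AMA1 (3D7) with his tag at 25 nM final met compounds first, then biotinylated RON2 peptide at 25 nM; detection used donor plus acceptor beads, 10 µg/mL apiece, read by AlphaScreen after 30 min at room temperature.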
AmpC inh detg = qHTS Inhibitors of AmpC Beta-Lactamase (assay with detergent) | 370,000 tested, 0.041% active | Potency, µM (doses to about 114 µM), for inactives: at the highest dose activity change, negative = inhibition, usual class: inhibitors | AID 485294, 2010 | AmpC hydrolysis of nitrocefin, absorbance 480 nm, 0.01% Triton | P00811;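 note: potency is the fitted concentration of half-maximal effect; 0% = no-compound wells and -100% = no-enzyme wells; nearly all actives have a fitted effect of over 25% in size; some results filed as inactive show a strong effect at the top dose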
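20 mM phosphate pH 7.0 + 0.01% (detergent screen) or 0.0001% Triton X-100; 5.3 nM AmpC reagent; cpd preinc 15 min RT; nitrocefin (800 uM stock) to start; A480 q20 s × 4 min; Activity was normalised to no-enzyme and no-compound control wells.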
The depositor's hits bear a star; & = joins results of further samples; [ ] = dose if it differs, or a comment. Unless noted, calls come from the whole dose curve; as a rule, active = well fitted curve in the direction sought with a large enough effect; inconclusive = small, poorly fitted or top-dose-only effect, or another doubt; inactive = no such curve, though single readings can be large; an effect the other way counts as inactive or inconclusive. Unless noted, % is set by controls: 0 for no effect and ±100 for the full control effect. The order is random; overall some 7.8% were active at least once.

Results for CCOC(=O)c1sc(NC(=O)Cc2ccc(C)cc2)nc1C ?
FBPA Giardia inh: -3%; AmpC no deterg: 5%; HCMV antiviral: -5; AMA1-RON2 inh: -11%; AmpC inh detg: -1%

What do the screens show for `COc1ccc(Nc2nc3c(c(=O)n(C)c(=O)n3C)n2CCO)cc1`?
FBPA Giardia inh: -19%; Sm TGR block: inconclusive; AmpC no deterg: -10%; HCMV antiviral: 5; AMA1-RON2 inh: 6%; AmpC inh detg: -6%

Results for CN1C(=O)C(=O)/C(=C(/O)c2ccc(Br)cc2)C1c1ccc(Cl)cc1 (stereo unspecified) ?
FBPA Giardia inh: 6%; Sm TGR block: 1%; AmpC no deterg: -17%; HCMV antiviral: 45; AMA1-RON2 inh: 0%; AmpC inh detg: inconclusive

Results for COc1ccc(/C=N/Nc2nc3ccccc3[nH]2)c(OC)c1OC ?
FBPA Giardia inh: 0%; Sm TGR block: 19%; AmpC no deterg: -21%; HCMV antiviral: -2; AMA1-RON2 inh: 25%; AmpC inh detg: -4%

What do the screens show for `Cc1ccc(C)c(N2CN(Cc3ccco3)CNC2=S)c1`?
FBPA Giardia inh: -3%; Sm TGR block: 5%; AmpC no deterg: -19%; HCMV antiviral: -38; AMA1-RON2 inh: -19%; AmpC inh detg: 0%

How did COc1ccc(CN2C(=O)c3ccccc3C2=O)cc1C(=O)N(C)CC(=O)Nc1ccc(F)cc1 do in these assays?
Sm TGR block: -3%; AmpC no deterg: 65%[activator]; HCMV antiviral: -27; AMA1-RON2 inh: 23%; AmpC inh detg: -2%

Results for COc1ccccc1Oc1ncnc2sccc12 ?
FBPA Giardia inh: -4%; Sm TGR block: 4%; AmpC no deterg: 17%; HCMV antiviral: 59; AMA1-RON2 inh: 4%; AmpC inh detg: 4%

Results for CC(C)C(NC(N)=O)C(=O)NC1CCCCC1 (stereo unspecified) ?
FBPA Giardia inh: 7%; Sm TGR block: -7%; AmpC no deterg: -13%; AmpC inh detg: 0%

How did O=C(Nc1ccc(Cl)cc1)c1cc(S(=O)(=O)N2CCCc3ccccc32)ccc1F do in these assays?
Sm TGR block: -2%; HCMV antiviral: -32; AmpC inh detg: 7%

How did CCOC(=O)NC(=O)/C(C#N)=N\Nc1cccc(Cl)c1 do in these assays?
FBPA Giardia inh: 6%; Sm TGR block: 2%; AmpC no deterg: -32%; HCMV antiviral: inconclusive; AMA1-RON2 inh: -6%; AmpC inh detg: -2%

Results for COP(=S)(OC)c1c(C)nn(CCC#N)c1NC(=O)c1ccc(Cl)cc1 ?
FBPA Giardia inh: 3%; Sm TGR block: -12%; AmpC no deterg: 28%; HCMV antiviral: -8; AMA1-RON2 inh: 8%; AmpC inh detg: -6%

Results for COc1cccc(N2CCN(C3CC(=O)N(c4ccc(F)c(Cl)c4)C3=O)CC2)c1 (stereo unspecified) ?
FBPA Giardia inh: -16%; Sm TGR block: 50µM*; AmpC no deterg: 88%[activator]; HCMV antiviral: -16; AMA1-RON2 inh: 0%; AmpC inh detg: -2%

Results for CNS(=O)(=O)c1ccc(C)cc1 ?
FBPA Giardia inh: -11%; Sm TGR block: 3%; AmpC no deterg: -32%; HCMV antiviral: inconclusive; AMA1-RON2 inh: -10%; AmpC inh detg: -10%

How did COc1ccc(N(C(=O)Cc2cccs2)C2C=CS(=O)(=O)C2)cc1 (stereo unspecified) do in these assays?
FBPA Giardia inh: 6%; Sm TGR block: -11%; AmpC no deterg: -15%; HCMV antiviral: inconclusive; AMA1-RON2 inh: -10%; AmpC inh detg: inconclusive

What do the screens show for `O=c1c2oc3ccccc3c2[nH]c(=S)n1-c1ccccc1`?
FBPA Giardia inh: 2%; Sm TGR block: 8%; AmpC no deterg: -26%; HCMV antiviral: 22; AMA1-RON2 inh: 72%[activator]; AmpC inh detg: -3%

How did c1ccc(-c2nnc(CSc3nc4ccccc4[nH]3)o2)cc1 do in these assays?
FBPA Giardia inh: -23%; Sm TGR block: 1%; AmpC no deterg: -20%; HCMV antiviral: -20; AMA1-RON2 inh: -10%; AmpC inh detg: -12%

What do the screens show for `COc1ccc(NC(=S)N2CCCC2)cc1OC`?
FBPA Giardia inh: -19%; Sm TGR block: 4%; AmpC no deterg: -3%[2.29 µM]; HCMV antiviral: -27; AMA1-RON2 inh: -13%; AmpC inh detg: inconclusive

How did C[C@H](CO)N1C[C@H](C)[C@@H](CN(C)S(=O)(=O)c2ccc(F)cc2)Oc2c(NS(=O)(=O)c3ccccc3)cccc2C1=O do in these assays?
AmpC no deterg: 169%[activator]; HCMV antiviral: -15; AMA1-RON2 inh: 9%

What do the screens show for `COc1cc2ncnc(NCc3ccc(C)o3)c2cc1OC`?
FBPA Giardia inh: -1%; AmpC no deterg: -29%; HCMV antiviral: 0; AMA1-RON2 inh: 0%; AmpC inh detg: -3%

Results for Cc1ccc(C(=O)Nc2sc(C(=O)N(C)C)c(C)c2C#N)cc1 ?
FBPA Giardia inh: 0%; Sm TGR block: 0%; AmpC no deterg: -26%; HCMV antiviral: -24; AMA1-RON2 inh: 16%; AmpC inh detg: inconclusive

Results for CCCc1[nH]nc2c1C1(C(=O)N(C(C)C)c3ccccc31)C(C#N)=C(N)O2 (stereo unspecified) ?
FBPA Giardia inh: 1%; Sm TGR block: -6%; AmpC no deterg: -16%; HCMV antiviral: -3; AMA1-RON2 inh: -2%; AmpC inh detg: 5%

What do the screens show for `O=C(Nc1ccc(O)c2c(=O)cc(-c3ccccc3Cl)oc12)c1cccs1`?
FBPA Giardia inh: 0%&-11%; Sm TGR block: -34%; AmpC no deterg: -27%; HCMV antiviral: 2; AMA1-RON2 inh: 1%; AmpC inh detg: 2%

How did CCOC(=O)N1CCC(NC(=O)c2cc(S(=O)(=O)NCCc3ccccc3)ccc2F)CC1 do in these assays?
FBPA Giardia inh: 9%; Sm TGR block: -23%; AmpC no deterg: 14%; HCMV antiviral: -24; AMA1-RON2 inh: -5%; AmpC inh detg: -14%

How did COc1ccc(-c2csc3ncnc(N4CCN(c5ccccc5OC)CC4)c23)cc1 do in these assays?
FBPA Giardia inh: 13%; Sm TGR block: 12%; AmpC no deterg: 88%[activator]; HCMV antiviral: -17; AMA1-RON2 inh: inconclusive; AmpC inh detg: -12%

Results for CN(C)S(=O)(=O)n1cnc(C(CCO)c2ncn(S(=O)(=O)N(C)C)c2CCCO)c1 (stereo unspecified) ?
Sm TGR block: 1%; AmpC no deterg: -1%; HCMV antiviral: -10; AMA1-RON2 inh: 96%[activator]; AmpC inh detg: 0%

How did CC1(C)CC(=O)C(N=Nc2ccc(S(=O)(=O)N3CCOCC3)cc2)=C(O)C1 do in these assays?
FBPA Giardia inh: -1%; Sm TGR block: 40µM*; AmpC no deterg: -12%; HCMV antiviral: -23; AMA1-RON2 inh: 2%; AmpC inh detg: 0%

What do the screens show for `CCc1ccc(C2CC(=O)N(c3ccc(F)cc3)C3=C2C(=O)OC3)cc1` (stereo unspecified)?
FBPA Giardia inh: -2%; Sm TGR block: -5%; AmpC no deterg: 9%; HCMV antiviral: -25; AMA1-RON2 inh: 3%; AmpC inh detg: inconclusive

How did CCn1nc(NC(=O)CC(C)C)c2cc3ccc(C)cc3nc21 do in these assays?
FBPA Giardia inh: -3%; Sm TGR block: -6%; AmpC no deterg: 100%[activator]; HCMV antiviral: -21; AMA1-RON2 inh: 38%[activator]; AmpC inh detg: 1%

How did CCCOC(=O)c1ccc(Cl)c(NC(=O)c2cccnc2)c1 do in these assays?
FBPA Giardia inh: 4%; Sm TGR block: 5%; AmpC no deterg: -4%; AmpC inh detg: 1%

What do the screens show for `COC(=O)/C(=C/Nc1ccccc1)[N+](=O)[O-]`?
FBPA Giardia inh: 2%; Sm TGR block: 28%; AmpC no deterg: -14%; HCMV antiviral: -17; AMA1-RON2 inh: 5%; AmpC inh detg: -6%

How did CC(=O)c1c(C)nc2sc3c(=N)n(N)cnc3c2c1-c1ccc(Cl)cc1 do in these assays?
FBPA Giardia inh: 17%; Sm TGR block: 2%; AmpC no deterg: 40%; HCMV antiviral: inconclusive; AMA1-RON2 inh: 10%; AmpC inh detg: inconclusive

What do the screens show for `Cc1ccc(N2C(=O)CSC2c2cccnc2)c(Cl)c1` (stereo unspecified)?
FBPA Giardia inh: 6%; Sm TGR block: 13%; AmpC no deterg: -8%; HCMV antiviral: -4; AMA1-RON2 inh: 7%; AmpC inh detg: -7%

Results for CC(C)CN(C(=O)COC(=O)c1cnccn1)c1c(N)n(Cc2ccccc2)c(=O)[nH]c1=O ?
Sm TGR block: -13%; AmpC no deterg: -20%; HCMV antiviral: -34; AMA1-RON2 inh: 22%; AmpC inh detg: inconclusive

How did COc1cccc(CNC(=O)COC(=O)c2c(NC(C)=O)sc(C)c2C)c1 do in these assays?
AmpC no deterg: -13%; HCMV antiviral: -17; AMA1-RON2 inh: -25%

How did COc1ccccc1NS(=O)(=O)c1cc(NC(=O)c2cc[n+]([O-])cc2)ccc1N1CCCC1 do in these assays?
FBPA Giardia inh: -9%; Sm TGR block: 9%; AmpC no deterg: 203%[activator]; HCMV antiviral: inconclusive; AMA1-RON2 inh: -3%; AmpC inh detg: -14%

Results for CCOC(=O)c1cnc2cc(C)nn2c1-c1ccccc1 ?
FBPA Giardia inh: 2%; Sm TGR block: 8%; AmpC no deterg: -9%; HCMV antiviral: 66; AMA1-RON2 inh: 10%; AmpC inh detg: 1%

What do the screens show for `CCOC(=O)c1ccccc1NC(=S)N1CCN(C2CCCCC2)CC1`?
FBPA Giardia inh: -3%; Sm TGR block: 7%; AmpC no deterg: 21%; HCMV antiviral: 3; AMA1-RON2 inh: -23%; AmpC inh detg: 5%

How did Cc1ccc2nc(-c3ccc(C)o3)c(Nc3ccc4c(c3)OCCO4)n2c1 do in these assays?
Sm TGR block: inconclusive; HCMV antiviral: 33; AmpC inh detg: -10%

What do the screens show for `N=C1/C(=C\c2ccc(-c3cccc(C(=O)O)c3)o2)C(=O)N=C2SC=C(c3ccccc3)N12`?
FBPA Giardia inh: -18%; Sm TGR block: 1%; AmpC no deterg: -38%; HCMV antiviral: -3; AMA1-RON2 inh: 42%[activator]; AmpC inh detg: 56µM*

Results for CCn1c(SCC(=O)N2CC(C)OC(C)C2)nc2c([nH]c3ccccc32)c1=O (stereo unspecified) ?
Sm TGR block: 1%; AmpC no deterg: 21%; HCMV antiviral: 36; AMA1-RON2 inh: -9%; AmpC inh detg: -2%

Source: PubChem BioAssay (National Center for Advancing Translational Sciences (NCATS))
